# Compound activity (PubChem)
# A-T KAP1 phos – qHTS Assay for Identifying a Potential Treatment of Ataxia-Telangiectasia | […] A-T fibroblasts, KAP-1 phosphorylation AlphaLISA; neocarzinostatin DNA damage 30 min before lysis | Potency, µM (titrated, usually from 57.5 µM), inactives show at the top dose activation, hits mostly activators | actives 0.19% (n = 320,000) | AID 485349, 2010; also: potency is read from the fitted curve at half-maximal effect; % of control where 0% means no effect; nearly all actives have a fitted effect of over 45% in size
#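 hTERT-immortalized A-T patient fibroblasts ([…]), 500 cells/well in OPTI-MEM, 1% FBS, got compounds for 60 min, then NCS for 30 min at 37C. Lysates were then assayed for phospho-KAP-1 by AlphaLISA (anti-pKAP1 donor, anti-KAP1 acceptor beads), 6 hr at 25C.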
# hERG WT inh – qHTS for Inhibitors of KCHN2 3.1: Wildtype qHTS. AID 720551, 2013. U2OS, BacMam KCNH2, thallium flux FluxOr; stronger effect = lower value. Voltage-gated inwardly rectifying potassium channel KCNH2 (Homo sapiens), Q12809. activity change, % at 1.84 µM. actives 0.37% (n = 340,000);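 active = maximum activity change below -70%; inconclusive = maximum activity change between -70% and -50%; inactive = maximum activity change above -50%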; also: % is scaled to controls: 0 for no effect and ±100 for the full control effect
#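 U2OS cells were transduced with wild-type KCNH2 virus (2.03 x 10^8 / mL) for 4 h at room temperature, then cultured overnight at 37 C. Thallium flux was read with FluxOr dye. Rate constants were normalized to DMSO controls.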
# MLL CXXC-DNA inh – qHTS Fluorescence Polarization Assay for Inhibitors of MLL CXXC domain - DNA interaction. Histone-lysine N-methyltransferase 2A (Homo sapiens), Q03164. MLL-CXXC / FITC-HOXA9 DNA fluorescence polarization. Potency, µM (highest dose often 115 µM), without a hit: at the highest dose activity change, negative = inhibition, usual class: inhibitors. actives 0.037% (n = 290,000). AID 2662, 2010; active = well fitted inhibition curve with a large enough effect in the polarisation, with a control signal flat, not every such curve was filed as active; inconclusive = small, poorly fitted or top-dose-only effect, or effect the other way, or a change in a side signal; inactive = no such curve, though single readings can be large or run the other way; the % refers to the polarisation; also: potency is read from the fitted curve at half-maximal effect
#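 Fluorescence polarization: 7 uM MLL-CXXC (stock) preincubated 5 min with compounds, then 50 nM fluorescein-HOX-A9 DNA (stock) added; 30 min ambient. Buffer 50 mM Tris-HCl pH 7.5, 50 mM NaCl, 1 mM DTT, 0.05% BSA.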
# Integrin act MD – qHTS for Activators of Integrin-Mediated Alleviation for Muscular Dystrophy; alpha7betagal myoblasts, beta-gal FDG fluorescence, 48 h; Potency, µM (highest dose often 38.3 µM), for the others: at the highest dose activation, hits mostly activators; actives 0.064% (n = 350,000); AID 624291, 2012;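 also: potency is read from the fitted curve at half-maximal effect; 100% = response of the positive control SU9516; nearly all actives have a fitted effect of over 60% in size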
#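 Alpha7betagal+/- myoblasts (passage 13) were plated 16-24 hr, then exposed to compounds (1:260 dilution of DMSO stock) for 48 hours at 37C. After MPER lysis, β-galactosidase reporter activity was read as FDG fluorescence (ex 480/em 540) after 30 minutes.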
# FBPA coupling cs – qHTS Assay for Inhibitors of Fructose-1,6-bisphosphate Aldolase from Giardia Lamblia: Coupling assay counterscreen | coupling enzyme system counterscreen, AmpLite Red fluorescence | activity change, negative = inhibition, % at 58.2 µM, hits read low | actives 0.67% (n = 290,000); in the data active = activity change below about -30%; also: % is scaled to controls: 0 for no effect and ±100 for the full control effect
#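 Counterscreen of the coupled detection system alone, without aldolase: glyceraldehyde-3-phosphate coupling enzymes plus AmpLite Red readout. Compounds at 57.5 uM final, 10 min RT preincubation, 20 min RT reaction, fluorescence 525/598 nm.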
# TRPV1 ag – HTS Assay for Compounds that Act as Agonists of the Vanilloid Receptor 1; Transient receptor potential cation channel subfamily V member 1 (Homo sapiens), Q8NER1; TRPV1-expressing cells, Fluo-8 calcium influx, agonist mode; activation, % at 8.33 µM; actives 0.19% (n = 320,000); AID 540275, 2011; in the data active = activation above about 80%; inconclusive = between about 30% and that limit; also: 0% is about no effect
#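 Fluo-8 calcium influx in TRPV1-expressing cells, kinetic read (ex 480/em 520 nm). Compound added and read 3 min for agonist activity, followed by capsaicin at EC20 final and 2 min further read for enhancement.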
# KCNH2 3.1 block – qHTS for Inhibitors of KCHN2 3.1: Mutant qHTS; activity change, % (tested at about 1.8 µM); Potassium voltage-gated channel subfamily H member 2, brain isoform KCNH2 3.1 (human); AID 720553, 2013; U2OS KCNH2 3.1, thallium flux FluxOr; stronger effect = lower value; actives 0.95% (n = 340,000);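 active = maximum activity change below -70%; inconclusive = maximum activity change from -70% to -50%; inactive = maximum activity change above -50%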;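 also: thallium influx rate constant from kinetic fluorescence after stimulation buffer; % is scaled to controls: 0 for no effect and ±100 for the full control effect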
#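 We transduce U2OS cells with the mutant 3.1 virus, culture them overnight, load FluxOr with Red40 quencher for 45 min, then add stimulation buffer and read kinetically for 2 min to derive a normalized rate constant.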
# GALK inh – qHTS Assay for Inhibitors of Human Galactokinase (GALK); actives 0.007% (n = 270,000); P51570; Purified GALK, Kinase-Glo residual ATP luminescence; Potency, µM (highest dose often 57.5 µM), for inactives: at the highest dose activity change, negative = inhibition, most hits filed as inhibitors; also: potency is read from the fitted curve at half-maximal effect; % is scaled to controls: 0 for no effect and ±100 for the full control effect
# Target sequence (P51570 whole entry, looked up): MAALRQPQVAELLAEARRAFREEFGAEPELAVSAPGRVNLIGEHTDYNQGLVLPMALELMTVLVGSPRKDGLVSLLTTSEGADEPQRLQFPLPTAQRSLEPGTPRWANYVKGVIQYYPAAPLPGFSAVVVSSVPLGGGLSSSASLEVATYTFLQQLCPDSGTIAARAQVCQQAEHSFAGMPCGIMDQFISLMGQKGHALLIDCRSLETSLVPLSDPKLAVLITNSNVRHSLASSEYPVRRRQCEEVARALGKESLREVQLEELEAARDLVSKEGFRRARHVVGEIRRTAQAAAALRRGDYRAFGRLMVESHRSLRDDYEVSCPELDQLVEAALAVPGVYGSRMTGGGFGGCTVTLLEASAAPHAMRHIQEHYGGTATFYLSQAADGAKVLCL
#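 GALK at 5 nM final was combined with compound, 35 uM ATP and 100 uM galactose in HEPES pH8.0 with MgCl2 and DTT. The reaction ran one hour at room temperature before luminescent ATP detection.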
# S-ASM inh – Inhibitors of Secretory Acid Sphingomyelinase (S-ASM): qHTS; placental ASM, HMU-PC fluorogenic substrate, 60 min; Potency, µM (titrated, usually from 57.5 µM), inactives show at the highest dose activity change, negative = inhibition, most hits filed as inhibitors; actives 0.006% (n = 340,000); AID 504937, 2011; also: potency is read from the fitted curve at half-maximal effect
# Target sequence (P17405 47-631 limits assumed): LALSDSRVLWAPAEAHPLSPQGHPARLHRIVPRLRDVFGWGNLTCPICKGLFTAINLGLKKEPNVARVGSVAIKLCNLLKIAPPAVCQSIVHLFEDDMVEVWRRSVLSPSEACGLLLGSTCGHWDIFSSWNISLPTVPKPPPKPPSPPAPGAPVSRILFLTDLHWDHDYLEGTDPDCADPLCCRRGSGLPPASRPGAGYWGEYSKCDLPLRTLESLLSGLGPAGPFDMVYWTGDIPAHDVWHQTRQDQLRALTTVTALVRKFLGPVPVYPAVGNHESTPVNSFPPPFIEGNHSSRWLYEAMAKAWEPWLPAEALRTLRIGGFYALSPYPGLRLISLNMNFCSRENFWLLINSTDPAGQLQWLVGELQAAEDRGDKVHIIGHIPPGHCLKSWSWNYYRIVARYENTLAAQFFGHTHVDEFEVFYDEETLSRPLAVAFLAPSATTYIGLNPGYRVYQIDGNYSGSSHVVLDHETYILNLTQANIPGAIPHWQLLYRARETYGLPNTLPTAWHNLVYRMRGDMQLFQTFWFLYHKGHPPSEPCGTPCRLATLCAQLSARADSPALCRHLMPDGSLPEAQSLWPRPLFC
#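 Fluorescence read-out (Ex 386 nm, Em 447 nm) after stopping the reaction at pH 10. Enzyme: ASM from human placenta; substrate HMU-PC0, 9 uM final; 60 min, 37 °C. Compound preincubation 10 min, ambient temperature.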
# MBNL1 CUG block – qHTS Assay for Inhibitors of MBNL1-poly(CUG) RNA binding. Muscleblind-like protein 1 (Homo sapiens), Q9NR56. TR-FRET MBNL1-His/biotin-(CUG)12 binding, 665/545 ratio. Potency, µM (top dose mostly 57.5 µM), inactives show at the top dose activity change, negative = inhibition, most hits filed as inhibitors. actives 0.036% (n = 280,000). AID 2675, 2010; active = well fitted inhibition curve with a large enough effect in the signal ratio, with a control signal flat, not every such curve was filed as active; inconclusive = small, poorly fitted or top-dose-only effect, or effect the other way, or a change in a side signal; inactive = no such curve, though single readings can be large or run the other way; the % refers to the signal ratio; also: potency is read from the fitted curve at half-maximal effect; % is scaled to controls: 0 for no effect and ±100 for the full control effect
#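 His-tagged MBNL1 binding to biotinylated (CUG)12 RNA was measured by TR-FRET using terbium anti-His antibody (0.055 ng/ul final) and streptavidin-XL665 (5 nM final). Compounds were titrated 92 nM to 58 uM; 60 min at room temperature.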
# The depositor's hits bear a star; i = inactive; ? = inconclusive; nt = not tested or not shown; [ ] = another dose, or the depositor's remark. Unless noted, calls follow the shape of the dose curve; as a rule, active = well fitted curve in the direction sought with a large enough effect; inconclusive = small, poorly fitted or top-dose-only effect, or another doubt; inactive = no such curve, though single readings can be large; an effect the other way counts as inactive or inconclusive. Rows are unselected; overall some 2% were active at least once.
SMILES,A-T KAP1 phos,hERG WT inh,MLL CXXC-DNA inh,Integrin act MD,FBPA coupling cs,TRPV1 ag,KCNH2 3.1 block,GALK inh,S-ASM inh,MBNL1 CUG block
CCOC(=O)N1CCC(NC(=O)c2sc(-n3cccc3)nc2C)CC1,1%,17,-13%,-16%,4,-1,1,3%,4%,4%
COc1ccc2c(c1OC)C(=O)OC2Nc1ncc(Br)cc1Br (configuration not stated),nt,2,-1%,1%,1,-2,-6,0%,3%,-1%
CSc1ccc(CN2CCC(CO)(CCOc3ccccc3)CC2)cc1,0%,-110*,13%,-50%[inhibitor],-2,1,-100*,-5%,4%,1%
COc1ccc(C2C3(C#N)C(N)=NC(OC)(OC)C23C#N)cc1 (configuration not stated),1%,-2,7%,16%,0,-1,11,6%,24%,?
Cc1c(Cl)cnc(NC(=O)CSc2nnnn2C)c1Cl,0%,-9,nt,-17%,nt,nt,25,nt,-1%,nt
COc1ccc(OC)c(NC(=O)CCCSc2ccccc2)c1,4%,14,68%,18%,-1,-1,-10,8%,5%,-9%
Cn1cccc1CC(=O)NNC(=S)Nc1ccccc1Cl,-7%,i,21%,2%,4,1,13,0%,4%,-1%
CC(C)c1ccc(S(=O)(=O)N2CCN(C(=O)CCNC(=O)Nc3ccccc3)CC2)cc1,-6%,36,nt,5%,nt,0,-16,nt,-1%,nt
CCOC(=O)C1CCN(C(=O)CSc2nccc(C)n2)CC1,6%,7,?,5%,3,0,17,2%,3%,-3%
CCOc1ccc(NC(=O)CN(C)C(=O)c2nc3nc(C)cc(C)n3n2)cc1OCC,-7%,-5,nt,?,nt,-4,23,nt,-9%,nt
Cc1ccc(NC(=S)NC(=O)CC2CC(C)(C)OC2=O)cc1 (configuration not stated),-2%,nt,-5%,-20%,1,6,4,-2%,5%,7%
Cc1ccc(CN2C(=O)CCC2C(=O)NC(C)C)cc1 (configuration not stated),17%,9,-2%,6%,1,1,0,0%,2%,-27%
CN1C(=O)N(CC(=O)NCc2ccc(Cl)cc2Cl)C(=O)C12CCCCC2,3%,1,nt,23%,nt,15,5,nt,-2%,nt
Cc1oc(C2CC2)cc1C(=O)O,1%,-1,-1%,-24%[7.66 µM],-10,1,16,3%,2%,3%
CC(c1ccccc1)C(CC(=O)O)C(=O)NC1CCCCC1 (configuration not stated),3%,3,-4%,23%,-1,nt,-5,1%,-1%,4%
CC1(C)NC(=O)N(CC(=O)OCc2cc(=O)n3cc(Br)ccc3n2)C1=O,3%,3,-1%,-5%,1,0,-9,-1%,-4%,10%
Nc1nc(SCc2ccccc2Cl)nc2nc3c(cc12)CCCC3,4%,2,27%,-19%,-1,6,3,-2%,8%,-2%
Cc1cccc(N=Cc2[nH]c3ccc(Br)c(Cl)c3c2O)c1,4%,7,-1%,0%,-33*,0,12,0%,-4%,-2%
CC1CN(C(=S)Nc2ccc(Br)cc2Cl)CC(C)O1 (configuration not stated),9%,-13,-3%,-1%,nt,-3,-1,6%,3%,-1%
CCCCNS(=O)(=O)c1ccc(S(=O)(=O)N2CCC3(CC2)OCCO3)cc1,3%,2,20%,-15%,-1,3,-7,nt,1%,?
Cc1cccc(C(=O)NCC(=O)OCC(=O)c2ccc(Cl)s2)c1,8%,4,11%,16%,nt,-1,7,3%,-1%,12%
Cc1cccc(C(=O)OCC(=O)c2c(N)n(CC(C)C)c(=O)n(C)c2=O)c1O,-16%,1,nt,-43%,nt,-4,-16,nt,-3%,nt
CCC(C)(C)NC(=O)CN(C(=O)CNS(=O)(=O)c1ccccc1)c1ccccc1,1%,2,1%,0%,1,1,11,-2%,0%,0%
O=C(Nc1nc(-c2ccc(-c3ccccc3)cc2)cs1)C1=COCCO1,1%,-1,2%,-11%,2,-2,-7,-4%,-2%,8%
COc1ccc(/C=N/NC(=O)CCn2nnc3ccccc32)cc1,-3%,4,-5%,-30%,1,4,-34,-2%,2%,nt
O=C(O)CC1(CC(=O)Nc2ccc(F)c(Cl)c2)CCCCC1,6%,-10,0%,9%,4,-2,-6,0%,-6%,-3%
Oc1[nH]c2ccccc2c1N=Nc1nc2ccccc2s1,3%,-3,56%[activator],-5%,6,4,9,1%,-2%,7%
Cc1ccc(NS(=O)(=O)c2cc3c4c(cccc4c2)C(=O)NC3=O)cc1,2%,-1,6%,20%,3,-1,-13,15%,4%,15%
CN(CC(=O)Nc1ccc(N2CCOCC2)cc1)Cc1cc(=O)n2ccsc2n1,0%,-9,-3%,11%,-6,1,-10,0%,5%,-3%
O=C(CCC(=O)N1CCN(c2ccccn2)CC1)Nc1nnc(C2CCCCC2)s1,3%,15,0%,8%,0,-8,14,0%,4%,-16%
Cc1csc(=O)n1CC(=O)OCC(=O)N(CC(C)C)c1c(N)n(Cc2ccccc2)c(=O)[nH]c1=O,-9%,6,nt,0%,nt,2,-22,nt,0%,nt
CC(=O)NC(CCS(C)(=O)=O)C(=O)Nc1c(C)cccc1C (configuration not stated),2%,-3,4%,5%,3,1,-3,-2%,5%,-6%
COC(=O)CNC(=O)COC(=O)/C=C/c1ccccc1[N+](=O)[O-],10%,-1,-10%,2%,-2,3,-4,6%,16%,?
COc1ccc(Cl)cc1CN1C(=O)NC2(CCCCCC2)C1=O,-1%,-1,-6%,3%,-3,17,17,-2%,1%,2%
Cc1ccc(OCCCN2CCOCC2)cc1,0%,8,-1%,18%,-1,1,-13,3%,3%,3%
CC(C)NC(=O)c1ccccc1N(Cc1ccccc1)S(C)(=O)=O,1%,-25,-15%,16%,0,0,-75*,-1%,-2%,-2%
CCOC(=O)C1(Cc2ccccc2C(F)(F)F)CCN(C2CCSC2)CC1 (configuration not stated),-2%,-1,15%,2%,1,?,-10,1%,0%,7%
c1ccc2[nH]c3cc4ncnc4cc3nc2c1,-3%,-3,?,24%,-43*,3,-3,nt,-1%,?
C=CCOc1ccccc1/C=N/O,7%,-9,-4%,8%[7.66 µM],0,-4,-1,-2%,7%,4%

# Laid out differently: entries from further up
# Results follow in this order: A-T KAP1 phos, hERG WT inh, MLL CXXC-DNA inh, Integrin act MD, FBPA coupling cs, TRPV1 ag, KCNH2 3.1 block, GALK inh, S-ASM inh, MBNL1 CUG block
- O=C(CCC(=O)N1CCN(c2ccccn2)CC1)Nc1nnc(C2CCCCC2)s1
→ 3%, 15, 0%, 8%, 0, -8, 14, 0%, 4%, -16%
- Cc1csc(=O)n1CC(=O)OCC(=O)N(CC(C)C)c1c(N)n(Cc2ccccc2)c(=O)[nH]c1=O
→ -9%, 6, nt, 0%, nt, 2, -22, nt, 0%, nt
- CC(=O)NC(CCS(C)(=O)=O)C(=O)Nc1c(C)cccc1C (configuration not stated)
→ 2%, -3, 4%, 5%, 3, 1, -3, -2%, 5%, -6%
- COC(=O)CNC(=O)COC(=O)/C=C/c1ccccc1[N+](=O)[O-]
→ 10%, -1, -10%, 2%, -2, 3, -4, 6%, 16%, ?
- COc1ccc(Cl)cc1CN1C(=O)NC2(CCCCCC2)C1=O
→ -1%, -1, -6%, 3%, -3, 17, 17, -2%, 1%, 2%
- Cc1ccc(OCCCN2CCOCC2)cc1
→ 0%, 8, -1%, 18%, -1, 1, -13, 3%, 3%, 3%
